RAM inhibit: inhibitors of the yeast RAM network, primary screen, dse1pr::URA3 reporter, 5-FOA selection | inhibition, % at 50 µM | hit rate 1.8% among 190,000 | S. cerevisiae dse1pr::URA3 reporter, 5-FOA growth OD615, 2 d; analog-sensitive cbk1-as2 kinase mutant strain;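 active = inhibition above a set limit, 3 SD over mean compound inhibition, cut at about 8.4% in these data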;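 note: 0% = DMSO-only wells with no growth and 100% = 10 µM 1-NA-PP1 full growth; inhibition rescues growth on 5-FOA so higher OD means more RAM inhibition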
PMI act: activators of human PMI, primary screen, biochemical, fluorescence intensity, near-Km mannose 6-phosphate; Mannose-6-phosphate isomerase (Homo sapiens), P34949; purified human PMI, coupled resazurin fluorescence, 20 min; stronger effect = higher value; 1 = vehicle control, 0 substrate-free wells; activation factor at 20 µM; hit rate 0.005% among 190,000;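 active = activation factor of 2 or more at 20 µM, relative to plate controls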
Target sequence (P34949 whole entry, looked up): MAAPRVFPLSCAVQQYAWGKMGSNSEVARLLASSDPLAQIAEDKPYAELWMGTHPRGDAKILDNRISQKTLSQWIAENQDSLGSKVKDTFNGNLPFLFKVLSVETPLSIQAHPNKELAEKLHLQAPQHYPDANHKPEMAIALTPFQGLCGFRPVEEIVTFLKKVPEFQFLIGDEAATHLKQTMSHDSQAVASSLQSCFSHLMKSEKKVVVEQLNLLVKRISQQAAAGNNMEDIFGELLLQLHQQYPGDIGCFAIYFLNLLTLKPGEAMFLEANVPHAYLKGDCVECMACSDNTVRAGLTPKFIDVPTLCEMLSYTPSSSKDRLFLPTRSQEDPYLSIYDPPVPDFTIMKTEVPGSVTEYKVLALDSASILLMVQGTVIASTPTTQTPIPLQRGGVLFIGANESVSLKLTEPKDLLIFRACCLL
Diaph inh CS: diaphorase inhibitors and chemical oxidizers, primary screen, counter-screen for diaphorase-coupled primary assays, biochemical, uHTS, resorufin fluorescence; diaphorase resazurin-to-resorufin fluorescence, NADH, 16 min; bacterial (C. kluyveri) enzyme, not human; inhibition, % at 20 µM; hit rate 0.69% among 190,000; AID 1217, 2008;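 active = primary screen inhibition at 20 µM above a set limit, cut at about 50% in these data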;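 note: plate controls were DMSO with full reaction for no effect and wells lacking NADH for full effect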
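System: Bacterial diaphorase enzyme (C. kluyveri) | Incubation: 16-min room-temperature incubation before reading | Benchmarks: No-NADH positive control and DMSO neutral control | Measured by: Resorufin fluorescence 544/590 nm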
DTT redox prof: compounds producing H2O2 with reducing agent – biochemical, NIH compound library profiling, artefact control for MLSCN library redox annotation, primary screen | DTT-dependent redox cycling H2O2, phenol red/HRP absorbance; 100% = 100 µM peroxide control, 0% = buffer | hit rate 0.03% among 200,000 | activation, % at 10 µM;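 active = activation of at least 50% relative to the plate's high and low controls in the primary single-dose screen; inactive = activation below 50%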;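 note: compound incubated with DTT at 0.8 mM final as the reducing agent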
Hsp70 act: Hsp70 transcriptional activators, primary screen, cell-based, HeLa, Hsp70 promoter luciferase, luminescence, 10 µM | HeLa Hsp70 promoter luciferase reporter; scaled: vehicle 0, proteasome-inhibitor control 100% | activation, % at 10 µM | hit rate 0.04% among 200,000 | AID 1203, 2008;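 active = activation above the mean across all tested compounds plus 3 SD, cutoff set per campaign, cut at about 5.5% in these data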;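 note: 100% = MG132 at 30 µM as the positive control and 0% = DMSO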
PMI act hi M6P: human PMI activators, high substrate, primary screen, biochemical, fluorescence intensity, near-saturating mannose 6-phosphate; Mannose-6-phosphate isomerase (Homo sapiens), P34949; coupled PMI enzyme assay, resazurin fluorescence, 20 min; stronger effect = higher value; 1 = untreated enzyme, 0 = substrate-free blank; activation factor at 20 µM; hit rate 0.34% among 190,000;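 active = activation factor of 2 or more at 20 µM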
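assay system = human phosphomannose isomerase with PGI, G6PDH, diaphorase coupling enzymes | quantity = 15 ng/mL PMI | incubation = enzyme reaction with compound 20 min at room temperature | medium = HEPES pH 7.4 buffer with MgCl2 and Tween-20 | compound dosing = one concentration, 20 µM, in 1% DMSO | measured by = Diaphorase-driven resazurin-to-resorufin fluorescence, excitation 544, emission 590 nm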
G6PDH CS: L. mesenteroides G6PDH inhibitors, counter-screen for G6PDH-coupled screening assays, biochemical, Leuconostoc mesenteroides enzyme; inhibition, % at 5 µM; Purified L. mesenteroides G6PDH, diaphorase/resazurin coupled fluorescence, 45 min; hit rate 0.12% among 200,000
TLR4-MyD88 BLA: inhibitors of TLR4-MyD88 association in cells, primary screen, cell-based, HeLa CL3-4, BLA complementation, FRET ratio. HeLa CL3-4 TLR4/MyD88 BLA complementation. inhibition, % at 8.4 µM. hit rate 0.18% among 200,000. AID 861, 2007. Toll-like receptor 4 (Homo sapiens) + Myeloid differentiation primary response protein …; in the data active = inhibition above about 25%;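 note: 0% = vehicle and 100% = reference inhibitor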
Lmaj promast: Leishmania major promastigote growth inhibition, primary screen. hit rate 9% among 200,000. inhibition, % at 10 µM. Leishmania major promastigotes, resazurin fluorescence viability;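 note: promastigotes grown with compound for 44 hours at 28 °C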
S1P3 antagonist: S1P3 receptor antagonists, primary screen, cell-based; Sphingosine 1-phosphate receptor 3 (Homo sapiens), Q99500; CHO S1P3 NFAT-BLA reporter, FRET fluorescence, antagonist mode; inhibition, % at 4.98 µM; hit rate 0.27% among 170,000;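 active = inhibition above the plate cutoff, the mean inhibition of test wells on that plate plus 3 SD, cut at about 28% in these data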;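 note: cells challenged with S1P at its EC80 of 0.8 µM; blue over green emission ratio from cleaved BLA substrate after 4 h stimulation; 0% = S1P-stimulated wells and 100% = unstimulated DMSO-only wells; some compounds past the cut are filed as inactive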
Target sequence (Q99500 whole entry, looked up): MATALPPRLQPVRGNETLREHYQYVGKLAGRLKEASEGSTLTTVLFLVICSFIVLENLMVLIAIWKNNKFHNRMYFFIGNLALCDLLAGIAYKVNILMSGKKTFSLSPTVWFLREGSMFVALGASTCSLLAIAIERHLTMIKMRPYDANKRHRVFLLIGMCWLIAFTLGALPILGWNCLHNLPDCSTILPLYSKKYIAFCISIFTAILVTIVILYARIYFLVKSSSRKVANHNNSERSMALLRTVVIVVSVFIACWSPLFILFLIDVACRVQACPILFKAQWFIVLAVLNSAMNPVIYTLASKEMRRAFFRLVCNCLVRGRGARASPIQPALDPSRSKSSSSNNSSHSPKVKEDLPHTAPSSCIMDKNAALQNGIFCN
Diaphorase act: compounds boosting diaphorase resazurin reduction – biochemical, uHTS, resorufin fluorescence, counter-screen for diaphorase-coupled primary assays, primary screen. Diaphorase/resazurin coupled assay, 16 min; stronger effect = higher value; 1 = vehicle wells, 0 = NADH-free wells. activation factor at 20 µM. hit rate 0.005% among 190,000. AID 1229, 2008;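 active = diaphorase activity raised at least twofold by the compound at 20 µM; inactive = activation factor below 2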
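Material: bacterial diaphorase enzyme (C. kluyveri); amount: enzyme 0.07 U/mL final; reagent: NADH substrate 0.114 mM plus resazurin dye 0.1 mM, final; doses: single compound dose of 20 µM, 1% DMSO final; timing: 16 min enzyme reaction, ambient temperature; measured by: fluorescence of resorufin, 544 nm excitation, 590 nm emission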
Numbers without * were called inactive; . = no result given. Cut-off read from the data, not from the text of the source, unless noted: active = inhibition above about 50%; inactive = the rest.

entry | Compound | DTT redox prof | G6PDH CS | Lmaj promast | PMI act hi M6P | Diaphorase act | Hsp70 act | RAM inhibit | Diaph inh CS | TLR4-MyD88 BLA | S1P3 antagonist | PMI act
1 | O=C(N/N=C/c1cccc(O)c1)c1ccc(NC(=O)c2cccc([N+](=O)[O-])c2)cc1 | -1.6 | -3.8 | 20.7 | 1 | 0.8 | -0.4 | 0.8 | 15.8 | -5.4 | -5.4 | 1
2 | COc1ccccc1Cn1c(C)nnc1-c1cnn(C)c1N | -1.5 | 2.5 | 0.0 | 0.9 | 0.8 | -0.1 | -0.6 | 18.4 | 3.6 | -6.8 | 1
3 | Cc1ccc(Oc2cc(NC(=O)CCCn3nc([N+](=O)[O-])c(Cl)c3C)cc([N+](=O)[O-])c2)cc1 | -0.2 | -16.3 | 24.4 | 1 | 0.9 | 0.2 | 3.1 | 12.4 | 5.2 | 6.1 | 0.9
4 | CC1(C)S[C@@H]2[C@H](NC(=O)[C@H](C(=O)O)c3ccsc3)C(=O)N2[C@H]1C(=O)O | -1.4 | 3.9 | -7.2 | 1 | 1 | -0.3 | -0.1 | -1.2 | 0.9 | -4.5 | 1
5 | CC(NCC(=O)Nc1cc(S(=O)(=O)N2CCCCCC2)ccc1Cl)c1ccccc1 (stereo unspecified) | 0.0 | 2.1 | 16.7 | 1 | 0.8 | -0.1 | 2.1 | 20.7 | -7.4 | -8.1 | 0.9
6 | COc1cccc(C(=O)COc2ccccc2-c2ccccc2)c1 | -0.7 | -2.9 | 52.6* | 1 | 0.9 | -0.3 | -0.4 | 13.7 | 4.1 | -0.7 | 0.9
7 | O=C(CCc1ccc(Oc2cc([N+](=O)[O-])cc([N+](=O)[O-])c2)cc1)NC1CCCC1 | 0.2 | -1.2 | 98.6* | 0.9 | 0.8 | -0.4 | 3.7 | 20.5 | 5.2 | -1.1 | 0.9
8 | Cc1ccc(NC(=O)COC(=O)Cn2c(C)csc2=O)cc1 | -0.3 | 4.8 | -2.4 | 1 | 0.9 | -0.1 | 0.5 | 7.0 | 11.8 | 35.0 | 1.1
9 | Cc1cc(NC(=O)CSc2nc(C3CCCCC3)nc3ccccc23)no1 | 0.6 | -34.2 | 15.8 | 1 | 0.8 | -0.3 | 2.9 | 15.8 | 9.8 | 18.2 | 0.9
10 | COc1ccc(NC(=S)NCc2cccs2)cc1OC | 0.0 | 5.0 | -1.8 | 1 | 1 | -0.2 | 0.8 | -0.3 | 3.7 | -8.5 | 1
11 | COc1cc(NC(=O)c2cccs2)c(OC)cc1NC(=O)CCC(=O)Nc1cccc2ncccc12 | -0.4 | 6.9 | 7.1 | 0.9 | 0.8 | 0.7 | 1.0 | 22.6 | -4.7 | -23.9 | 0.9
12 | CCSCc1nnc(SCC(=O)Nc2ccc(OC)cc2)n1C | -0.3 | 5.5 | 0.9 | 1 | 1 | 0.3 | -0.9 | 0.5 | -5.0 | 15.2 | 1
13 | Cc1cc(C)cc(OCC(=O)NCCN2CCOCC2)c1 | -0.1 | 0.7 | -0.8 | 1 | 1 | -0.4 | 0.3 | 3.4 | 12.4 | -50.9 | 0.9
14 | COc1cc(/C=C\C(=O)Nc2cc(=O)n(C)c(=O)n2C)cc(OC)c1OC | -0.8 | 9.2 | 6.8 | 0.8 | 0.9 | 0.1 | 3.1 | 7.6 | -1.4 | 0.4 | 0.9
15 | CCCCOC(=O)n1ccc(C(=O)Nc2ccccc2OC)n1 | 2.8 | 2.4 | -6.8 | 1 | 0.9 | -0.3 | 1.0 | 13.3 | -2.2 | 3.6 | 1
16 | COc1ccccc1C(=O)NNC(=O)C(=O)NCc1ccccc1 | 0.3 | 2.3 | 0.2 | 1 | 1 | 0.0 | -0.4 | 4.8 | -8.7 | -10.4 | 0.9
17 | CCCCNC(=S)NCc1ccc2c(c1)cc(C)n2C | 0.5 | 14.8 | -6.2 | 0.9 | 0.8 | 0.5 | 6.3 | 20.8 | 2.5 | -8.0 | 1
18 | CC1(C)C(c2ccccc2)=[N+]([O-])C2(CCCCC2=O)N1O (stereo unspecified) | 0.2 | 2.3 | -3.1 | 1.4 | 1 | -0.1 | -0.4 | 4.6 | -2.2 | . | 1.3
19 | CC(C)OC(=O)c1nn2c(C(F)(F)F)cc(-c3ccco3)nc2c1Cl | 0.3 | 0.8 | -1.6 | 1.2 | 1 | 0.1 | 3.8 | 4.6 | -2.2 | . | 1.1
20 | Cc1cccc(-n2c(O)c(C=Nc3c(C)n(C)n(-c4ccccc4)c3=O)c3ccccc3c2=O)n1 | -0.3 | 2.1 | -1.7 | 1 | 0.9 | -0.3 | 0.0 | 11.3 | -6.3 | -44.1 | 1
21 | CC(C)N1CCN(Cc2cnc(N3CCCC3)s2)CC1CCO (stereo unspecified) | -0.3 | 5.5 | 6.8 | 1 | 0.9 | -0.3 | -0.8 | 8.7 | 2.5 | -9.5 | 1
22 | Cc1ccccc1C(=O)c1cccn1CC(=O)NCc1ccc2c(c1)OCO2 | 0.0 | -4.4 | -2.3 | 1 | 0.8 | -0.2 | 3.2 | 24.9 | -2.4 | . | 1
23 | Cc1cc(C)n(-c2nnc(C)n2NS(=O)(=O)c2ccc(F)cc2)n1 | -0.1 | 7.7 | -3.5 | 0.9 | 0.9 | 0.0 | -0.8 | 10.9 | 0.0 | 5.9 | 0.9
24 | C=CCn1c(SCC(=O)NCc2ccc3c(c2)OCO3)nc2scc(-c3ccc(F)cc3)c2c1=O | 0.6 | -1.1 | 1.5 | 1 | 0.9 | -0.2 | 0.8 | 7.7 | 3.4 | . | 1
25 | CN(C)S(=O)(=O)c1ccc(NC(=S)NC(=O)c2ccc(Br)o2)cc1 | -0.8 | 5.2 | -1.1 | 0.9 | 0.8 | -0.4 | 2.3 | 15.8 | 2.8 | -21.4 | 0.9
26 | CC(C)CN(CC(C)C)C(=O)Nc1ccccc1F | -0.7 | 0.7 | 1.7 | 1 | 1 | -0.2 | 2.5 | -4.0 | 5.1 | -16.3 | 1
27 | CCOC(=O)C1(CCSC)NC(c2ccco2)C2C(=O)N(C)C(=O)C21 (stereo unspecified) | 1.1 | 7.6 | -5.2 | 1 | 0.9 | 0.1 | 3.6 | 12.8 | 0.3 | -46.0 | 1.2
28 | O=C(COc1ccccc1)NCc1cccs1 | 4.2 | 1.8 | -5.4 | 0.9 | 0.9 | -0.3 | 3.2 | 7.9 | -0.5 | . | 1.1
29 | O=C(Nc1ccc(N2CCN(C(=O)c3cccs3)CC2)cc1)c1cccnc1Cl | -0.7 | 5.3 | 16.4 | 1 | 1 | -0.3 | 0.9 | 1.1 | 3.3 | -18.1 | 1
30 | Cc1noc(COc2ccccc2OCc2onc(C)c2Cl)c1Cl | 3.0 | 3.2 | 19.6 | 0.9 | 0.8 | -0.8 | -0.8 | 19.8 | -0.4 | . | 0.8
31 | Cc1cc(N2CCCC2)nc2ccc(NC(=S)NC(C)C)cc12 | -0.4 | 2.6 | 99.4* | 0.6 | 0.7 | -0.2 | 3.7 | 27.2 | -4.1 | -7.8 | 1
32 | O=C(NCC(c1cccs1)N1CCOCC1)c1ccc(Cl)s1 (stereo unspecified) | -0.4 | 5.5 | -0.8 | 1.1 | 0.9 | 0.1 | -0.1 | 13.5 | 2.1 | -15.9 | 1.1
33 | CCN(CC)CCOC(=O)CCc1cccc2ccccc12 | 0.0 | 4.7 | -11.0 | 1 | 0.8 | -0.2 | 1.0 | 15.6 | 9.7 | . | 1
34 | CCC(=O)Nc1cccc(-c2csc(-c3ccccc3)n2)c1 | -0.4 | 15.8 | 0.7 | 0.8 | 0.8 | 0.3 | 3.0 | 20.1 | -7.1 | 15.1 | 0.7
35 | CCOC(=O)c1sc(NC(=O)c2cccs2)cc1C | -0.4 | -5.7 | -3.9 | 1 | 1 | 0.0 | 5.2 | 4.2 | 9.2 | 42.2 | 1
36 | COc1ccc(CCN(Cc2ccccn2)C(=S)Nc2ccccc2F)cc1OC | -0.9 | 5.2 | 18.1 | 0.9 | 0.8 | -0.3 | 0.9 | 23.4 | -5.5 | -23.2 | 1
37 | CCOc1ccc2nc(N/C(N)=N/C(=S)Nc3ccc(OC)cc3)nc(C)c2c1 | -1.0 | 16.6 | 71.9* | 0.8 | 0.9 | -0.1 | 1.4 | 13.3 | 1.7 | 0.1 | 0.9
38 | CCNC(=O)NC(=O)C(C)OC(=O)C(C)(C)Oc1ccc(Cl)cc1 (stereo unspecified) | -0.9 | -5.0 | -0.1 | 1 | 0.9 | -0.1 | 1.9 | 9.4 | -3.6 | -10.7 | 1
39 | Cc1cccc(N(CC(=O)Nc2c(C)n(C)n(-c3ccccc3)c2=O)S(C)(=O)=O)c1C | 0.2 | 9.0 | -7.2 | 1.1 | 0.9 | -0.5 | 2.2 | 5.2 | -0.3 | . | 1.1

Full records from above. Values in the order: DTT redox prof	G6PDH CS	Lmaj promast	PMI act hi M6P	Diaphorase act	Hsp70 act	RAM inhibit	Diaph inh CS	TLR4-MyD88 BLA	S1P3 antagonist	PMI act
CCC(=O)Nc1cccc(-c2csc(-c3ccccc3)n2)c1 is entered as -0.4	15.8	0.7	0.8	0.8	0.3	3.0	20.1	-7.1	15.1	0.7
Cc1cc(N2CCCC2)nc2ccc(NC(=S)NC(C)C)cc12 is entered as -0.4	2.6	99.4*	0.6	0.7	-0.2	3.7	27.2	-4.1	-7.8	1

Bioassay records deposited in PubChem by several laboratories.
